Source: PubChem
FXIIa inh = factor XIIa (human) inhibition; P00748; purified FXIIa, Boc-QGR-AMC fluorogenic substrate, 2 h; inhibition, % at 5 µM; 0.3% of 220,000 active; in the data active = inhibition above about 40%;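 also: 0% = enzyme with no compound and 100% = blank without enzyme; many of its hits are not listed in these tables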
Target sequence (P00748 20-372 limits assumed): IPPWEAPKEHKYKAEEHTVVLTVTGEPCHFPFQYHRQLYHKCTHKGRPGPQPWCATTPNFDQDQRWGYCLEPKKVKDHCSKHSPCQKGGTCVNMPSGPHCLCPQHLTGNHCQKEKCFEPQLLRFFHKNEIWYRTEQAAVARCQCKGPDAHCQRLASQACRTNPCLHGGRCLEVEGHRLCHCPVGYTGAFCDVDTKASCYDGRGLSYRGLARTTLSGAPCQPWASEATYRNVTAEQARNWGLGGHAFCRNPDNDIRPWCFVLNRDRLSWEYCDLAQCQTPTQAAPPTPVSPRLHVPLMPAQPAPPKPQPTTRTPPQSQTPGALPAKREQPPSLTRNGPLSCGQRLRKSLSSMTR
Target sequence (P00748 373-615 limits assumed): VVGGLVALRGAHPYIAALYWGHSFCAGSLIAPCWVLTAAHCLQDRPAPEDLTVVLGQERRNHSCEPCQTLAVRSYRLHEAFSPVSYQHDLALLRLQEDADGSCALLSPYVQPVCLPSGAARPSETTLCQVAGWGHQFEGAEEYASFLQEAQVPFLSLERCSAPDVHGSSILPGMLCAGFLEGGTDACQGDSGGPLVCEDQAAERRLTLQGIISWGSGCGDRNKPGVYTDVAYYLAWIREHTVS
Wee1 stabilizer = inhibitors of human Wee1 degradation | reporter increase, % at 5 µM | P30291 | HeLa Luc-Wee1K328M stability, luciferase luminescence; 100% = proteasome inhibitor MG132 effect | 1.2% of 220,000 active;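 active = activation above the mean of all tested compounds plus 3 SD, set per screening run, cut at about 8.8% in these data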;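 also: cells exposed to compound for 20 h before luminescence read; 0% = DMSO alone and 100% = MG132 at 30 µM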
thrombin 1536 = inhibitors of human thrombin. 0.26% of 220,000 active. inhibition, % at 5 µM. P00734. alpha-thrombin, Boc-VPR-AMC fluorogenic substrate cleavage;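 active = inhibition at or above 40%; inactive = inhibition below 40%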;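 also: 0% = enzyme with no compound and 100% = wells without enzyme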
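Material: Human alpha-thrombin protein | Buffer or medium: pH 7.5 Tris-saline with Tween 20 | Reagent: Boc-VPR-AMC substrate, 15 µM final | Schedule: Reaction at ambient temperature | Detection: AMC fluorescence at 355 nm excitation and 460 nm emission | Evaluation: Percent inhibition scaled between no-compound controls and no-enzyme blanks | Controls: no-compound enzyme wells and no-enzyme blanks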
FXIa inh 1536 = factor XIa (human) inhibition; 0.14% of 220,000 active; inhibition, % at 5 µM; purified FXIa, Boc-Glu-Ala-Arg-AMC fluorogenic substrate;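 active = inhibition of at least 40%; inactive = inhibition below 40%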;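 also: fluorescence of freed AMC excited at 355 nm; 0% = enzyme without compound and 100% = no enzyme blank; many of its hits are not listed in these tables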
hK5 inh = kallikrein 5 (human) inhibition | AID 873 | inhibition, % at 5 µM | 0.59% of 210,000 active | Q9Y337 | recombinant hK5, fluorogenic AMC substrate cleavage;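 active = inhibition of 40% or more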;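 also: 0% = enzyme controls without compound and 100% = no-enzyme blanks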
14-3-3 Bad inh = disrupts binding of bovine 14-3-3 zeta to phospho-Bad peptide; TR-FRET 14-3-3zeta/Dy647-pBad peptide displacement, 1 h; inhibition, % at 21.7 µM; 0.71% of 220,000 active;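 active = inhibition above about 70%, limit read from the data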;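 also: 0% = full 14-3-3 plus peptide FRET controls and 100% = background without 14-3-3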
Target sequence (P63103 whole entry, looked up): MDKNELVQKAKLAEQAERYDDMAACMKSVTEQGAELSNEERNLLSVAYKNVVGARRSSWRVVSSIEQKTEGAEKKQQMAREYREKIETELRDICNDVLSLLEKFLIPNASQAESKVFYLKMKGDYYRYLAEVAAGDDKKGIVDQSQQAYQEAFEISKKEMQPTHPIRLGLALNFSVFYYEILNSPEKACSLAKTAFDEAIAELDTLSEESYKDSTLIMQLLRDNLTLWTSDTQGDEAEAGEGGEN
Runt-CBFb FRET = blocks binding of human RUNX1 Runt domain to CBFb; Q01196+Q13951; Cerulean-Runt/Venus-CBFb FRET ratio 530/480, 1 h; inhibition, % at 20 µM; 0.46% of 220,000 active; AID 1496;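 active = inhibition over about 50% at 20 µM in the single-dose screen, limit read from the data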;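 also: 0% = DMSO wells and 100% = excess unlabeled CBFb competitor control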
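Assay system: Cerulean-Runt domain fusion protein, energy donor; Signal: fluorescence energy transfer, 422 nm excitation, 530/480 nm emission; Timing: 1 h compound exposure, room temperature; Control set: unlabeled CBFb; Medium: Tris buffer pH 7.5 with salts and BSA; Compound: single test concentration of 20 µM, 1% DMSO final; Probe or stimulus: Venus-CBFb 100 nM.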
Runt-SMMHC FRET = blocks binding of human RUNX1 Runt domain to CBFb-SMMHC | Q01196+Q13951 | Cerulean-Runt/Venus-CBFb-SMMHC FRET ratio 530/480, 1 h | 0.74% of 220,000 active | inhibition, % at 20 µM;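 active = mean inhibition across duplicate retests at 20 µM reaching about 50%, limit read from the data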;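 also: 0% = DMSO wells and 100% = wells with excess untagged CBFb-SMMHC; inhibitors lower the FRET ratio by blocking Runt binding to CBFb-SMMHC; some results filed as inactive read as strong as hits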
Hck Nef HTS = human Hck-Nef kinase inhibition; P08631; Recombinant Hck-YEEI plus Nef, Z-Lyte FRET kinase assay; inhibition, % at 20 µM; 0.68% of 220,000 active; AID 463187;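 active = Hck-Nef kinase inhibition above about 50%, limit read from the data; inactive = inhibition below that limit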;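 also: 0% = DMSO with Hck plus Nef and 100% = Hck alone without Nef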
Active calls of the source: *; [ ] = dose if it differs, or a comment.

CC(=O)Nc1ccc(NC(=O)CCn2cnnn2)cc1 was read as FXIIa inh 2, Wee1 stabilizer -2, thrombin 1536 -4, FXIa inh 1536 2, hK5 inh -1, 14-3-3 Bad inh -1, Runt-CBFb FRET -1, Runt-SMMHC FRET -2 and Hck Nef HTS -3.
Screening CCn1c(NC(=O)Nc2cccc(C)c2C)cc2sccc21 returned FXIIa inh 14, Wee1 stabilizer 1, thrombin 1536 0, FXIa inh 1536 5, hK5 inh -10, 14-3-3 Bad inh -3, Runt-CBFb FRET 7, Runt-SMMHC FRET -8 and Hck Nef HTS 1.
For Cc1ccc(CN2CCN(Cc3ccon3)CC2CCO)cc1 (stereo not drawn) the results were FXIIa inh 12, Wee1 stabilizer 0, thrombin 1536 2, FXIa inh 1536 2, 14-3-3 Bad inh -1, Runt-CBFb FRET 2, Runt-SMMHC FRET 2 and Hck Nef HTS 8.
COC(=O)C(Cc1ccc(O)cc1)NC(=O)CCC(=O)Nc1ccc(S(N)(=O)=O)cc1 (stereo not drawn) was read as FXIIa inh 17, Wee1 stabilizer -4, thrombin 1536 0, FXIa inh 1536 4, hK5 inh -7, 14-3-3 Bad inh 9, Runt-CBFb FRET -2, Runt-SMMHC FRET 0 and Hck Nef HTS 1.
Cc1cc(C)nc(NC(=S)Nc2ccc(Br)cc2Cl)c1 was read as FXIIa inh 7, Wee1 stabilizer 0, thrombin 1536 -7, FXIa inh 1536 -2, hK5 inh 3, 14-3-3 Bad inh -5, Runt-CBFb FRET 3, Runt-SMMHC FRET 8 and Hck Nef HTS 24.
For N#CCCn1cc(C(=O)Nc2ccc(C(=O)O)cc2)c(-c2cccs2)n1 the results were FXIIa inh 4, Wee1 stabilizer 0, thrombin 1536 4, FXIa inh 1536 -1, hK5 inh -5, 14-3-3 Bad inh -10, Runt-CBFb FRET 1, Runt-SMMHC FRET 2 and Hck Nef HTS 15.
CC(=O)c1sc(C(C)(C)C)cc1NC(=O)CCC(=O)O was read as FXIIa inh 7, Wee1 stabilizer -1, thrombin 1536 2, FXIa inh 1536 14, hK5 inh 3, 14-3-3 Bad inh 7, Runt-CBFb FRET 1, Runt-SMMHC FRET 0 and Hck Nef HTS 8.
`COC(=O)c1[nH]c2cc(OC)ccc2c1NC(=O)CN1CCC(C(N)=O)CC1` gave FXIIa inh 10, Wee1 stabilizer -2, thrombin 1536 -5, FXIa inh 1536 -2, hK5 inh 14, 14-3-3 Bad inh 3[fluorescence artefact?], Runt-CBFb FRET 1, Runt-SMMHC FRET -2 and Hck Nef HTS -1.
Cc1c(NC(=O)C(C)N2C(=O)c3ccccc3C2=O)c(=O)n(-c2ccccc2)n1C (stereo not drawn) was read as FXIIa inh -5, Wee1 stabilizer 0, thrombin 1536 -7, FXIa inh 1536 -5, hK5 inh 2, 14-3-3 Bad inh -4, Runt-CBFb FRET -2, Runt-SMMHC FRET 1 and Hck Nef HTS -1.
Screening CCOc1ccccc1OCCOCCN1CC(C)OC(C)C1 (stereo not drawn) returned FXIIa inh 16, Wee1 stabilizer 0, thrombin 1536 7, FXIa inh 1536 -4, hK5 inh 0, 14-3-3 Bad inh 56, Runt-CBFb FRET 0, Runt-SMMHC FRET 2 and Hck Nef HTS -2.
Screening CC1CN(C(=O)N2CCOCC2)CCN1C(=O)N1CCOCC1 (stereo not drawn) returned FXIIa inh 0, Wee1 stabilizer -2, thrombin 1536 -15, FXIa inh 1536 -4, hK5 inh -5, 14-3-3 Bad inh -4 and Hck Nef HTS 17.
`CCOC(=O)c1c(Cc2ccccc2)c[nH]c1C` gave FXIIa inh 5, Wee1 stabilizer 1, thrombin 1536 5, FXIa inh 1536 -2, hK5 inh -4, 14-3-3 Bad inh -9, Runt-CBFb FRET -2, Runt-SMMHC FRET -1 and Hck Nef HTS 7.
`CC(C)(C)c1ccc(-c2nnc(SC3CCOC3=O)n2Cc2ccccc2)cc1` (stereo not drawn) gave FXIIa inh 5, Wee1 stabilizer 3, thrombin 1536 -2, FXIa inh 1536 -2, hK5 inh -7, 14-3-3 Bad inh 4, Runt-CBFb FRET -16, Runt-SMMHC FRET -6 and Hck Nef HTS -1.
Cn1c(/C=N/c2nc3ccccc3[nH]2)nc2ccccc21 was read as FXIIa inh 13, Wee1 stabilizer 0, thrombin 1536 0, FXIa inh 1536 -2, hK5 inh -22, 14-3-3 Bad inh -13, Runt-CBFb FRET -1, Runt-SMMHC FRET 3 and Hck Nef HTS 11.
`O=C(NC1CCCCC1)C1CCN(S(=O)(=O)N2CCOCC2)CC1` gave FXIIa inh 12, Wee1 stabilizer 1, thrombin 1536 -5, FXIa inh 1536 -2, hK5 inh 2, 14-3-3 Bad inh -3[fluorescence artefact?], Runt-CBFb FRET -1, Runt-SMMHC FRET -2 and Hck Nef HTS 3.
Screening CC(C)(C)C(=O)Cn1ncc(NC2CC2)c(Br)c1=O returned FXIIa inh -6, Wee1 stabilizer -1, thrombin 1536 0, FXIa inh 1536 -11, hK5 inh -2, 14-3-3 Bad inh -10, Runt-CBFb FRET 0, Runt-SMMHC FRET -5 and Hck Nef HTS 0.
For COc1ccc(/C=C2\COc3ccccc3C2=O)cc1OC the results were FXIIa inh 9, Wee1 stabilizer -2, thrombin 1536 -2, FXIa inh 1536 -2, hK5 inh -11, 14-3-3 Bad inh 8, Runt-CBFb FRET -12, Runt-SMMHC FRET -9 and Hck Nef HTS 1.
`Cc1onc(-c2ccccc2Cl)c1C(=O)OCn1nnc2ccccc2c1=O` gave FXIIa inh -10, Wee1 stabilizer 5, thrombin 1536 -3, FXIa inh 1536 -1, hK5 inh -1, 14-3-3 Bad inh 2, Runt-CBFb FRET 0, Runt-SMMHC FRET -8 and Hck Nef HTS 0.
`CN(C)c1ncc(C2=C(Cl)C(=O)C(N3CCCC3)=C(Cl)C2=O)s1` gave FXIIa inh 9, Wee1 stabilizer -3, thrombin 1536 2, FXIa inh 1536 -2, hK5 inh -35, 14-3-3 Bad inh 79*[fluorescence artefact?] and Hck Nef HTS 0.
`CCC(C(=O)NCc1cccnc1)c1ccccc1` (stereo not drawn) gave FXIIa inh 11, Wee1 stabilizer -1, thrombin 1536 -2, FXIa inh 1536 -1, hK5 inh 2, 14-3-3 Bad inh -8, Runt-CBFb FRET 0, Runt-SMMHC FRET 4 and Hck Nef HTS 25.
`Cc1[nH]n(-c2ccccc2)c(=O)c1N=Nc1ccc2c(c1)OCO2` gave FXIIa inh 16, Wee1 stabilizer 0, thrombin 1536 5, FXIa inh 1536 1, hK5 inh -10, 14-3-3 Bad inh -5, Runt-CBFb FRET -6, Runt-SMMHC FRET -7 and Hck Nef HTS 23.
Screening COc1ccc(C2(CNC(=O)Cc3ccc(OC)c(OC)c3)CCOCC2)cc1 returned FXIIa inh 14, Wee1 stabilizer -3, thrombin 1536 3, FXIa inh 1536 0, hK5 inh 5, 14-3-3 Bad inh -20, Runt-CBFb FRET 0, Runt-SMMHC FRET 3 and Hck Nef HTS 1.
Screening O=c1c2sccc2nc(SCc2cc(=O)n3ccccc3n2)n1Cc1ccccn1 returned FXIIa inh 5, Wee1 stabilizer -4, thrombin 1536 3, FXIa inh 1536 -6, hK5 inh -6, 14-3-3 Bad inh -5, Runt-CBFb FRET 3, Runt-SMMHC FRET 4 and Hck Nef HTS 22.
Screening O=S(=O)(Nc1nc2ccccc2nc1NCCN1CCOCC1)c1cccc(Cl)c1 returned FXIIa inh 19, Wee1 stabilizer -1, thrombin 1536 5, FXIa inh 1536 4, hK5 inh 4, 14-3-3 Bad inh 4, Runt-CBFb FRET -1, Runt-SMMHC FRET 3 and Hck Nef HTS -2.
For CCOc1ccc(CCNS(=O)(=O)c2ccc3c(c2)NC(=O)CC(=O)N3)cc1OCC the results were FXIIa inh 2, Wee1 stabilizer -1, thrombin 1536 -11, FXIa inh 1536 -3, hK5 inh -9, 14-3-3 Bad inh -9, Runt-CBFb FRET 0, Runt-SMMHC FRET 0 and Hck Nef HTS 15.
For O=C(NNC(=O)C1CCCCC1)c1cnccn1 the results were FXIIa inh 13, Wee1 stabilizer 0, thrombin 1536 1, FXIa inh 1536 0, hK5 inh -31, 14-3-3 Bad inh 6, Runt-SMMHC FRET 3 and Hck Nef HTS 0.
Screening O=C(Nc1ccn(Cc2cccc3ccccc23)n1)c1cccnc1 returned FXIIa inh 9, Wee1 stabilizer -1, thrombin 1536 0, FXIa inh 1536 -1, hK5 inh 0, 14-3-3 Bad inh -5, Runt-CBFb FRET -2, Runt-SMMHC FRET -3 and Hck Nef HTS 9.
Screening CC(C)(C)C(=O)OCc1nc(-c2ccc(C(F)(F)F)cc2)cs1 returned FXIIa inh 6, Wee1 stabilizer 4, thrombin 1536 -2, FXIa inh 1536 7, hK5 inh 8, 14-3-3 Bad inh -5, Runt-CBFb FRET -2, Runt-SMMHC FRET 0 and Hck Nef HTS 12.
`CCc1nnc(NC(=O)C2CCCN2C(=O)NC2CCCCC2)s1` (stereo not drawn) gave FXIIa inh 7, Wee1 stabilizer 4, thrombin 1536 -5, FXIa inh 1536 -16, hK5 inh -4, 14-3-3 Bad inh 3, Runt-CBFb FRET 2, Runt-SMMHC FRET 2 and Hck Nef HTS 0.
Screening COC(=O)c1c(C)oc2ccc(OC(=O)N3CCOCC3)cc12 returned FXIIa inh 26, Wee1 stabilizer -3, thrombin 1536 1, FXIa inh 1536 18, hK5 inh -33, 14-3-3 Bad inh -8[fluorescence artefact?], Runt-CBFb FRET -1, Runt-SMMHC FRET -4 and Hck Nef HTS 1.
Screening CC(=O)Nc1ccc(S(=O)(=O)N2CCN(c3nnnn3-c3ccccc3)CC2)cc1 returned FXIIa inh 7, Wee1 stabilizer 2, thrombin 1536 -5, FXIa inh 1536 -3, hK5 inh -1, 14-3-3 Bad inh -2, Runt-CBFb FRET 0, Runt-SMMHC FRET -1 and Hck Nef HTS 19.
Screening COC(=O)c1c(Oc2nc(OC)cc(OC)n2)cccc1Oc1nc(OC)cc(OC)n1 returned FXIIa inh 12, Wee1 stabilizer 3, thrombin 1536 -3, FXIa inh 1536 9, hK5 inh -15, 14-3-3 Bad inh -18[fluorescence artefact?], Runt-CBFb FRET -5, Runt-SMMHC FRET -7 and Hck Nef HTS 4.
Screening O=C(Cc1ccccc1)c1nc2ccccc2s1 returned FXIIa inh 7, Wee1 stabilizer 5, thrombin 1536 -2, FXIa inh 1536 5, hK5 inh -11, 14-3-3 Bad inh 4, Runt-CBFb FRET -2, Runt-SMMHC FRET 2 and Hck Nef HTS 0.
